MOR-DOR ag – agonists of human mu-delta opioid receptor heterodimerization | cells, OPRM1-OPRD1 heterodimerization, luminescence | activation, % at 9.3 µM | hit rate 0.3% among 340,000 | AID 504326; in the data active = activation above about 18%;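 note: 0% = vehicle-treated cells and 100% = reference agonist; values of inactives mirror those of a sister screen read the other way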
V-ATPase pHluor – regulators of yeast V-ATPase proton transport. response, % at 10 µM. S. cerevisiae, pHLuorin cytosolic pH fluorescence. hit rate 0.37% among 350,000; in the data active = response mostly above about 7.3%, no sharp cut-off; inactive = mostly below about 5.4%; note: actives read high; inactives centre near 0; some compounds called inactive have numbers as strong as hits; reference of the scale not given here
Keap1 Nrf2 FP – inhibitors of human Keap1-Nrf2 protein-protein interaction | Keap1 Kelch-Nrf2 peptide fluorescence polarization, 1536-well | inhibition, % at 9.4 µM | hit rate 0.15% among 340,000 | AID 504523; in the data active = inhibition above about 12%;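 note: human Keap1 Kelch domain with fluorescein labeled Nrf2 9mer peptide probe; 0% = neutral control wells and 100% = peptide positive control; higher means more block of Keap1 binding to Nrf2 peptide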
Target sequence (Q14145 whole entry, looked up, the tested form may be a part): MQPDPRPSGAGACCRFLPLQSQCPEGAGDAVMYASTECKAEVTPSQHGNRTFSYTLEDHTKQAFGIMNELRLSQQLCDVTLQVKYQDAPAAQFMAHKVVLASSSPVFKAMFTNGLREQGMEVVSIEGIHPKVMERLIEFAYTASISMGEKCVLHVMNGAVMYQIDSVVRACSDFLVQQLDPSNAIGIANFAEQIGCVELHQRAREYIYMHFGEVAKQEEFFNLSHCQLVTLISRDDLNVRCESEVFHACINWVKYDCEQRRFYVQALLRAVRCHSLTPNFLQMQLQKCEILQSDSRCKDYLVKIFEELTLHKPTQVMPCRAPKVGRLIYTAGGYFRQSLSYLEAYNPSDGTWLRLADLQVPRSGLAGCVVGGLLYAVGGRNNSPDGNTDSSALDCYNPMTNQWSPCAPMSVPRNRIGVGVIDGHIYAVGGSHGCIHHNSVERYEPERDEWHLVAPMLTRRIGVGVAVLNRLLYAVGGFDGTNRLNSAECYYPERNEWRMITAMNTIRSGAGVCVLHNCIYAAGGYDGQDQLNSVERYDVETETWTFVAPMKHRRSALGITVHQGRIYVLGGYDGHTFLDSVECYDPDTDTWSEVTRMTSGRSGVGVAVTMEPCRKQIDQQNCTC
Cardiac RTF inh – cardiac RTF calcium desensitization; hit rate 0.12% among 340,000; inhibition, % at 7.15 µM; P19429+P45379; IANBD-labeled cardiac RTF, Ca2+ fluorescence;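 active = inhibition above the mean inhibition of all tested compounds plus 3 SD, cut at about 17% in these data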;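 note: assay run at fixed EC70 calcium of 1.6 mM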
MOR-DOR inv ag – inverse agonist of human OPRM1-OPRD1 heterodimerization. P35372+P41143. cell-based MOR-DOR heterodimer luminescence, inverse agonism. inhibition, % at 9.3 µM. hit rate 0.21% among 340,000; in the data active = inhibition above about 22%, passing the limit was not always enough;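 note: 0% = cells with DMSO and 100% = wells without cells with DMSO; values of inactives mirror those of a sister screen read the other way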
LANA DNA inh – KSHV C-LANA DNA binding inhibition | inhibition, % at 9 µM | MBP-C-LANA/FAM-LBS DNA binding, fluorescence polarization | AID 504423 | hit rate 0.078% among 340,000;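 active = highest replicate inhibition at or above 60% at 9 µM, even if other replicates fall short; inactive = all replicates below 60% inhibition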;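 note: 0% = neutral control wells and 100% = 4 µM acridine orange control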
Pemphigus Ab inh – human desmoglein-3 autoantibody binding inhibition; P32926; DSG3-coupled beads, scFv-anti-DSG3-GFP binding, flow cytometry; hits give low values; binding (percent of control), % at 10 µM; hit rate 0.48% among 310,000; AID 588358;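 active = binding more than 3 SD below its plate's average and above zero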;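 note: hits lower antibody fragment binding to DSG3; some compounds called inactive have numbers as strong as hits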
Wnt bcat act – activators of Wnt/beta-catenin signaling | Wnt/beta-catenin reporter cell assay, activator, plate reader | activation, % at 9.35 µM | hit rate 1.2% among 300,000 | AID 743398; in the data active = activation above about 30%, passing the limit was not always enough;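 note: 0% = neutral control wells and 100% = positive control wells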
RTF Ca sens act – cardiac RTF calcium sensitization | hit rate 0.24% among 340,000 | activation, % at 7.2 µM | IANBD-labeled TnC RTF fluorescence at EC20 calcium; 0% EC20 calcium, 100% full calcium | P19429+P45379 | AID 493008;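 active = activation above the mean over all tested compounds plus 3 SD, cut at about 30% in these data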;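 note: rise in fluorescence read as greater calcium sensitivity of cardiac thin filaments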
Arr AP2 block – blocks beta-arrestin peptide binding to AP2 adaptin | FITC-arrestin peptide / GST-AP2 beads, flow cytometry; AP2 beta2 appendage carries R879A mutation | inhibition, % at 10 µM | hit rate 0.31% among 340,000;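 active = inhibition above a set limit, near 3 SD of compounds lacking own fluorescence, cut at about 54% in these data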;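 note: plate controls were DMSO wells for no effect and 5 µM unlabelled arrestin peptide for full effect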
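Assay system: GST-AP2 R879A bound to glutathione beads, E. coli-expressed; Medium: PBS with 0.05% Tween 20 and 0.1% BSA; Also added: fluorescein-tagged arrestin peptide at 50 nM final; Timing: 12 min plus 1 h, RT; Measured by: flow cytometry, FL1 (488/535 nm); Evaluation: percent drop in bead-associated FITC signal.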
Numbers without * were called inactive; x = no result given.

nr	Structure	MOR-DOR ag	V-ATPase pHluor	Keap1 Nrf2 FP	Cardiac RTF inh	MOR-DOR inv ag	LANA DNA inh	Pemphigus Ab inh	Wnt bcat act	RTF Ca sens act	Arr AP2 block
1	CN1CCN(C(CNC(=O)Nc2ccc(Cl)cc2)c2ccc(F)cc2)CC1 (stereo not drawn)	-2.0	0.9	-5.3	-5.8	10.5	1.3	120.7	2.9	-2.3	11.1
2	CSc1nc(=O)n(-c2ccccc2)c(C)c1C(C)=O	0.1	4.3	0.4	-10.3	-0.5	-0.9	100.7	x	-2.2	8.9
3	C=CCNC(=S)Nc1ccc(Br)cc1F	0.1	-5.2	-3.3	1.9	-0.7	-1.9	103.1	8.6	1.2	6.0
4	O=c1ccc2cc(S(=O)(=O)N3CCN(c4ccccc4F)CC3)ccc2o1	3.6	-4.9	1.4	-0.5	-19.8	1.9	107.7	-0.5	3.9	-23.0
5	O=C(CCCOc1ccc(Cl)cc1)NC1CCCCC1	-2.2	2.3	-1.1	-4.9	10.2	-0.7	74.3	-2.5	-1.1	4.3
6	CN(C(=O)COc1cc(C(F)(F)F)nn1C)c1ccccc1	0.6	-5.2	-2.3	1.7	-2.9	-0.1	97.5	-2.2	-1.0	-3.5
7	COc1ccccc1C(=O)NC(=O)COC(=O)c1ccc(Cl)nc1	-0.5	-1.5	1.3	-25.3	3.4	0.5	104.5	0.3	-5.2	-1.6
8	NC(=O)CSc1nnc(COc2ccccc2)n1N	0.7	6.8	-3.3	0.9	-3.8	-0.9	97.9	-0.5	5.0	-3.5
9	COc1ccc(NC(=O)C2CCC(=O)N2)cc1 (stereo not drawn)	0.3	1.0	0.1	-3.4	-1.7	-1.8	95.8	x	14.9	8.9
10	C=CCN1C(=O)/C(=C/c2ccsc2)SC1=S	-1.3	0.5	3.8	-4.1	6.7	-0.2	77.5	-3.9	5.7	6.6
11	COc1ccc(CNC(=O)C(C)N2CCN(c3ccc(C(C)=O)cc3)CC2)cc1 (stereo not drawn)	0.6	-2.5	0.5	-8.0	-4.6	0.8	93.1	-5.6	1.9	-7.3
12	COc1cccc(C(C(=O)NC(C)(C)C)N(CCC(C)C)C(=O)CCC(=O)Nc2cc(C)on2)c1OC (stereo not drawn)	1.3	3.2	-2.2	-0.7	-6.4	1.0	102.1	-16.6	-2.1	43.4

3 structures out of the list, sorted by SMILES length, rising:
nr	Structure	MOR-DOR ag	V-ATPase pHluor	Keap1 Nrf2 FP	Cardiac RTF inh	MOR-DOR inv ag	LANA DNA inh	Pemphigus Ab inh	Wnt bcat act	RTF Ca sens act	Arr AP2 block
9	COc1ccc(NC(=O)C2CCC(=O)N2)cc1 (stereo not drawn)	0.3	1.0	0.1	-3.4	-1.7	-1.8	95.8	x	14.9	8.9
2	CSc1nc(=O)n(-c2ccccc2)c(C)c1C(C)=O	0.1	4.3	0.4	-10.3	-0.5	-0.9	100.7	x	-2.2	8.9
4	O=c1ccc2cc(S(=O)(=O)N3CCN(c4ccccc4F)CC3)ccc2o1	3.6	-4.9	1.4	-0.5	-19.8	1.9	107.7	-0.5	3.9	-23.0

Continuation:
nr	Structure	MOR-DOR ag	V-ATPase pHluor	Keap1 Nrf2 FP	Cardiac RTF inh	MOR-DOR inv ag	LANA DNA inh	Pemphigus Ab inh	Wnt bcat act	RTF Ca sens act	Arr AP2 block
13	CCC(C)c1ccccc1O (stereo not drawn)	-2.9	-2.7	-3.2	-1.6	15.7	0.6	102.0	3.8	-1.1	-5.4
14	Cc1ccc(SCCC(=O)OCC(=O)Nc2ccc(C(N)=O)cc2)cc1	-2.5	0.8	-2.1	6.2	10.3	-0.8	96.2	-3.7	-1.3	-4.2
15	O=C1CCN(Cc2ccc(Br)cc2)CCN1CCO	-3.6	-1.1	2.1	-8.1	19.9	2.1	100.1	-2.0	7.4	1.1
16	O=C(c1cnn2cccnc12)N1CCN(c2ccccc2)CC1	-0.8	0.0	-5.5	-1.1	4.8	-1.9	119.0	x	-4.2	-10.2
17	Cc1c(NC(=O)c2cc(CC(C)C)on2)c(=O)n(-c2ccccc2)n1C	-3.3	6.3	-0.2	1.7	17.1	0.4	98.5	-1.8	3.3	28.0
18	CC(C)[C@H](NC(=O)c1c(F)cccc1F)C(=O)N1CCN(c2ccc(F)cc2)CC1	0.4	-0.4	-4.3	-7.3	-2.1	0.4	119.8	0.8	-2.9	-19.5
19	Cc1ccc(S(=O)(=O)N2CCN(C(=O)C(C)Cn3nc(C)c(C)c3C)CC2)cc1 (stereo not drawn)	-2.7	6.4	-0.7	-2.2	14.2	-0.1	112.5	-2.1	-2.7	-21.6
20	COCCN(C(=O)C1=COCCO1)c1c(N)n(CC(C)C)c(=O)[nH]c1=O	-0.5	1.4	1.2	-3.5	2.0	0.8	96.2	-1.9	1.4	5.8
21	N#CCCN(C(=O)COC(=O)/C=C/c1cccs1)c1ccccc1	-1.5	5.0	0.6	-0.5	7.1	0.7	x	-1.6	-1.0	-20.6
22	CN(CC(=O)Nc1cc(Cl)ccc1C#N)C1CCS(=O)(=O)C1 (stereo not drawn)	-4.4	1.3	3.2	-7.8	16.6	-2.4	x	2.3	-2.8	-8.7
23	Cc1cc(OCC(=O)N(Cc2ccccc2)C2CCS(=O)(=O)C2)ccc1Cl (stereo not drawn)	-2.5	0.3	-2.7	-5.3	13.9	0.0	85.2	-4.8	1.6	-1.6
24	Cc1ccc2c(c1)N(CC(=O)NCc1cccnc1)C(=O)CO2	-1.2	4.8	-5.6	2.0	6.8	1.6	x	-1.9	6.7	8.5
25	COc1ccc(CCC(=O)NCc2ccco2)cc1	-1.8	-1.8	-3.2	-11.9	9.3	-2.5	103.7	-1.5	-1.3	15.0
26	O=S1(=O)CCC(N=Cc2ccc(-c3ccc(Cl)cc3)o2)C1 (stereo not drawn)	-1.3	-1.0	-5.6	-6.9	6.6	-0.7	107.3	-0.1	-0.4	-0.8
27	O=C(CSc1ccc2nnc(-c3ccccn3)n2n1)Nc1ccc2c(c1)OCCO2	-2.3	-3.2	-9.0	-7.6	11.8	-0.2	104.4	0.0	-0.4	2.9
28	O=S(=O)(Nc1cc(S(=O)(=O)N2CCOCC2)ccc1NCC1CCCO1)c1ccc(F)cc1 (stereo not drawn)	0.6	-1.6	4.4	-6.8	-2.2	1.0	98.0	-1.5	0.1	7.9
29	COc1ccc(-c2nnc(Nc3ccc(S(=O)(=O)Nc4nccs4)cc3)c3ccccc23)cc1	-3.8	-4.0	-5.9	-1.4	19.5	-0.5	93.6	-1.2	-5.4	-11.5
30	CCOC(=O)c1sc2ncn(C(C)C(=O)OCC)c(=O)c2c1C (stereo not drawn)	-1.5	-0.8	-0.3	1.8	8.0	-1.7	103.5	x	6.3	-4.0
31	N#C/C(=C\c1ccncc1)c1nc2ccccc2[nH]1	x	-1.8	-7.1	x	x	-2.2	x	4.2	x	-13.6
32	Cc1ccc(S(=O)(=O)N2CC(=NN=C(N)N)C2)cc1	-3.2	-0.8	0.3	-14.4	17.1	0.6	115.2	-1.9	2.9	22.8
33	Cc1ccc(CC(NC(=O)C2CCCCC2)C(=O)O)cc1 (stereo not drawn)	-3.6	3.8	2.2	-0.3	17.9	-0.4	100.1	-4.4	-2.6	22.2
34	Cc1ccc(/C=C2/NC(=O)N(Cc3ccccc3)C2=O)s1	-0.1	2.3	-18.2	-33.7	0.3	-3.9	112.2	x	19.9	5.0
35	Cc1cccc(-c2nnc(N)s2)c1	-5.4	-3.8	-4.1	-4.5	22.4	1.8	x	x	-6.7	21.8
36	Cc1cc(Cl)cc(Br)c1OCCCNCC(C)O (stereo not drawn)	0.0	-0.8	-4.7	-1.1	-0.2	0.5	102.8	-0.7	2.8	-0.1
37	COc1ccc(-c2oc3cccnc3c2C#CC2(O)CCCCC2)cc1	-1.8	-0.4	-5.4	-2.9	9.9	-3.2	100.9	-2.7	-6.3	15.1
38	CNc1ccc(OC)cc1-n1cnc(-c2ccc([N+](=O)[O-])cc2)c1	0.6	1.2	-0.8	-5.8	-2.9	-0.8	90.0	-1.1	4.1	8.9
39	COC(=O)c1cc2c(n1S(=O)(=O)c1ccc(C)cc1)C(=O)C(=O)c1[nH]cc(C(=O)OCc3ccccc3)c1-2	21.1*	1.0	-5.4	3.8	-92.2	-0.4	78.7	x	-5.4	-3.8
40	O=C(NCc1cccnc1)c1ccc(Cl)c(Cl)c1	-1.7	2.1	1.1	-8.9	6.9	0.4	x	x	6.7	-2.9
41	COc1ccc(C(=S)N2CCOCC2)cc1OC(=O)c1ccccc1	-1.4	-1.8	3.1	0.3	8.9	-0.8	x	-2.4	-3.1	-2.1
42	Cc1ccccc1C(=O)NNC1=NCCC1	-2.4	-0.9	-5.6	-0.8	13.0	0.1	100.0	x	-11.5	21.7
43	Cn1c(N)c(C(=O)COC(=O)C(Cc2ccccc2)NC(=O)c2ccccc2)c(=O)n(C)c1=O (stereo not drawn)	-1.9	-2.2	-0.5	1.4	10.0	1.4	100.7	-0.2	-0.2	-11.9
44	COc1cccc(CN2CCCC(C(=O)c3ccc4c(c3)OCO4)C2)c1OC (stereo not drawn)	-0.4	-3.8	-1.5	-9.3	1.9	-0.2	107.5	-0.2	2.4	3.3
45	Clc1ccc(-c2noc(CSc3nnc(-c4ccncc4)n3-c3ccccc3)n2)cc1	0.7	-2.6	-5.2	-8.9	-3.5	0.6	92.9	x	11.1	22.4
46	O=C(CCC1CCCC1)Nc1cccn(Cc2ccccc2Br)c1=O	-0.1	-4.0	-3.0	2.7	0.7	-0.6	92.5	8.9	-0.8	1.2
47	C/C(=N\NC(=O)C1(C)CC1(Br)Br)c1cccc(NC(=O)c2ccc(C)o2)c1 (stereo not drawn)	0.2	-1.5	0.5	-4.2	-1.2	-0.9	108.0	0.7	0.4	-2.4
48	CCOC(=O)c1cc2c(c(CCO)n1)[C@@H](CCO)N(S(=O)(=O)C(C)(C)C)C2	1.3	-1.8	2.0	-6.3	-5.9	-0.4	97.7	-2.4	-5.2	7.5
